FUS yeast rescue: suppressors of FUS proteinopathy in yeast; S. cerevisiae FUS-expressing, growth rescue, OD600, 24 h; AID 1347120; 390,000 compounds, 0.24% hits; Potency, µM (highest dose often 76.6 µM), for inactives: at the top dose growth rescue (activation), actives largely listed as activators;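 further: plate controls were DMSO vehicle for no effect and reference control for full effect; nearly all actives have a fitted effect of over 55% in size; some results filed as inactive show a strong effect at the top dose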
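Galactose (2%) drives FUS expression in yeast precultured in raffinose; seeding density OD 0.005. Test compounds incubated 24hr at 30C and 99% humidity before absorbance at 600 nm was measured.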
EPAC1 antag: blocks human EPAC1 exchange factor; 360,000 compounds, 0.14% hits; EPAC1 GEF assay, Rap1b-BODIPY-GDP exchange fluorescence; Potency, µM (titrated, usually from 115 µM), without a hit: at the top dose activity change, negative = inhibition, most hits filed as inhibitors; O95398;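 further: plate controls were vehicle for no effect and positive control for full effect; nearly all actives have a fitted effect of over 50% in size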
EPAC2 agonist: agonists of human EPAC2 (RAPGEF4). Q8WZA2. EPAC2 activation, biochemical qHTS; response scale: 100% = 6.5 mM cAMP response. Potency, µM (highest dose often 154 µM), inactives show top-dose activation, usual class: activators. 360,000 compounds, 0.079% hits. AID 720711; further: nearly all actives have a fitted effect of over 50% in size
Target sequence (Q8WZA2 whole entry, looked up): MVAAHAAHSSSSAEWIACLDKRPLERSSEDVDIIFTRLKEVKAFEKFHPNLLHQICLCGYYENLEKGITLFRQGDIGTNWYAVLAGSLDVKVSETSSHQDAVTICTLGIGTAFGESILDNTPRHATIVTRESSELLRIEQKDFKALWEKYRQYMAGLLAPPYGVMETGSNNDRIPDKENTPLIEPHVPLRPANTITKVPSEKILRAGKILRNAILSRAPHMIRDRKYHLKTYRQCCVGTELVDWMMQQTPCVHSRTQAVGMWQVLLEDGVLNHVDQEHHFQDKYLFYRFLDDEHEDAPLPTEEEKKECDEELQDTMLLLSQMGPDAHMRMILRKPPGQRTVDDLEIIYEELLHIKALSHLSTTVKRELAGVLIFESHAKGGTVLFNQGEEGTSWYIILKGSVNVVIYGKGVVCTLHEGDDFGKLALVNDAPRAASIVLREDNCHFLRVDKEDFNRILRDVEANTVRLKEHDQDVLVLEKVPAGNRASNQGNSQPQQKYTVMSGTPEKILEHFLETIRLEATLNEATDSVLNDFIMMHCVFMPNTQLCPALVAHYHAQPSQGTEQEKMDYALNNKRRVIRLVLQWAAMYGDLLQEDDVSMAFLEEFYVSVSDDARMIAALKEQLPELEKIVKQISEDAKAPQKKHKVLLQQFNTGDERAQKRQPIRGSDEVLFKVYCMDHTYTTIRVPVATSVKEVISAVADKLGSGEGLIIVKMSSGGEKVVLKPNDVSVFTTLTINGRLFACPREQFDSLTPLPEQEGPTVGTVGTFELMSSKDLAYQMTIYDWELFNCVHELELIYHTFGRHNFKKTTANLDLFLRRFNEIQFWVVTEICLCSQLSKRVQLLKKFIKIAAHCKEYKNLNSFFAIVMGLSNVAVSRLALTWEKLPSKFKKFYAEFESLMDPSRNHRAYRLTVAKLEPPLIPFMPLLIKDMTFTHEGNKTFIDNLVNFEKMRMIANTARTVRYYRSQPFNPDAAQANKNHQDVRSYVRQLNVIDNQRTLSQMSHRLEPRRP
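Compounds were titrated in qHTS against a Rap1B-BODIPY-GDP (250 nM) complex with EPAC2 (100 nM) and GDP (50 uM). BODIPY-GDP release tracked at 480/540 nm over 30 min at room temperature, normalized to 6.5 mM cAMP.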
EPAC2 antag: antagonists of human EPAC2; EPAC2 GEF exchange of Rap1B-BODIPY-GDP, fluorescence; Potency, µM (doses to about 114 µM), without a hit: top-dose activity, negative = inhibition, hits mostly inhibitors; Q8WZA2; 360,000 compounds, 0.18% hits; AID 720708; further: on the % scale 0 is the no-effect control and ±100 the full control effect; nearly all actives have a fitted effect of over 45% in size; many of its hits are not listed in these tables
PTHR1 agonist: agonists of human PTHR1 parathyroid hormone receptor | HEK293 GP2 PTHR1 cells, GloSensor cAMP luminescence, 1 h | Potency, µM (doses to about 115 µM), for the others: at the highest dose activation, usual class: activators | 410,000 compounds, 0.075% hits | AID 743266; further: nearly all actives have a fitted effect of over 55% in size; some results filed as inactive show a strong effect at the top dose; inactives centre near -15; many of its hits are not listed in these tables
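HEK-293-derived GP2 cells expressing PTHR1 and a GloSensor cAMP reporter, 3,000/well, plated overnight, given luciferin plus IBMX (each 0.5 mM as added) for 1 h at 37 °C, then compound for 1 h at 37 °C. Luminescence was read after 15 min at room temperature.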
EPAC1 agonist: agonists of human EPAC1; O95398; EPAC1 agonist qHTS, biochemical assay; response scale: 100% = response to 6.5 mM cAMP; Potency, µM (doses to about 154 µM), for the others: at the highest dose activation, hits mostly activators; 360,000 compounds, 0.073% hits; AID 720707; further: nearly all actives have a fitted effect of over 60% in size
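Normalized to 6.5 mM cAMP, activity reflects EPAC1-catalysed release of BODIPY-GDP from Rap1B, followed kinetically over 30 min at 480 nm excitation, 540 nm emission. Reaction contained 100 nM EPAC1, 250 nM Rap1B-BODIPY-GDP, 50 uM GDP.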
aSyn yeast inh: rescues yeast growth from alpha-synuclein toxicity; Yeast expressing alpha-synuclein, growth rescue, BacTiter-Glo, 24 h; Potency, µM (doses to about 46.1 µM), for inactives: at the highest dose growth rescue (activation), most hits filed as activators; 370,000 compounds, 0.14% hits; further: % of control where 0% means no effect; nearly all actives have a fitted effect of over 65% in size
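Readout is rescue of growth in alpha-synuclein-expressing yeast, so inhibitors of toxicity appear as activators. Growth after 24 hr at 30 deg C in galactose medium is quantified by luminescence.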
TDP43 rescue: rescues yeast growth from TDP-43 toxicity | Potency, µM (highest dose often 46.1 µM), for the others: at the highest dose growth rescue (activation), most hits filed as activators | TDP-43 expressing yeast growth rescue, BacTiter-Glo, 24 h | 410,000 compounds, 1.8% hits; further: % of control where 0% means no effect; nearly all actives have a fitted effect of over 50% in size
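Yeast cells expressing TDP-43 under galactose induction are exposed to compounds for 24 hr at 30 deg C. BacTiter-Glo luminescence measures growth, so protective compounds score as activators.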
Active calls of the source: *; i = inactive; ? = inconclusive; . = no result given; & = joins results of further samples; [ ] = another dose, or the depositor's remark. The call rests on the fitted dose curve; in most records, active means well fitted curve in the direction sought with a large enough effect; inconclusive means small, poorly fitted or top-dose-only effect, or another doubt; inactive means no such curve, though single readings can be large; an effect the other way counts as inactive or inconclusive. Potency means the concentration at half of the fitted maximal effect. An excerpt; the hit share may differ from the screen's.

Molecule	FUS yeast rescue	EPAC1 antag	EPAC2 agonist	EPAC2 antag	PTHR1 agonist	EPAC1 agonist	aSyn yeast inh	TDP43 rescue
N#C/C(=C/c1ccncc1)c1nc2ccccc2c(=O)[nH]1	12%	3%	3%	-3%	-4%	2%	-2%	-16%
Cc1ccc(C)c(NC(=S)N(Cc2cccc(Br)c2)CC2CCC(C(=O)O)CC2)c1 (configuration not stated)	26%	-14%	-1%	-14%	-10%	2%	26%	-2%
CCc1ccc(NC(=O)NCc2ccccn2)cc1	-7%	2%	7%	1%	i	2%	-11%	-6%
CSc1cccc(CN2CCN(CCC(C)C)C(CCO)C2)c1 (configuration not stated)	9%	4%	7%	-2%	-23%	8%	0%	-18%
Cc1ccc(NC(=O)CN(C)C(=O)c2ccc(NS(=O)(=O)c3ccc4[nH]c(=O)[nH]c4c3)cc2)cc1	-5%	8%	0%	-11%	-12%	3%	8%	5%
Cc1cccc(N(C(=O)CCC(=O)Nc2cccnc2)C(C(=O)NC2CCCC2)c2ccncc2)c1 (configuration not stated)	1%	9%	-10%	5%	i	-2%	1%	3%
C=C(C)c1cccc(C(C)(C)NC(=O)N(Cc2ccccc2)Cc2ccco2)c1	-2%	1%	-84%[15.6 µM]	7%	-10%[57.5 µM]	-5%	4%	-6%
CCN(CC)CCC=C(c1cccs1)c1cccs1	23%	-9%	-2%	16%	19%	5%	-14%	?
CCC(Oc1ccccc1)C(=O)NC1CCCCCC1 (configuration not stated)	22%	8%	13%	-11%	-14%	-4%	-1%	2%
O=C1CNC(=S)N1c1nc2ccccc2s1	-15%	1%	0%	11%	-25%	-1%	8%	4%
Cc1ccc(C)c(-c2cc(C(=O)NCc3cccs3)c3ccccc3n2)c1	21%	-5%	9%	-3%	9%[57.5 µM]	21%	-5%	16%
C=CCn1c(SCC(=O)Nc2cc(NC(C)=O)ccc2OC)nnc1-c1ccccn1	12%	10%	11%	9%[57.1 µM]	-3%[57.5 µM]	-7%	3%	9%
O=C(COc1ccccc1)N1CCCCCCC1	2%	1%	4%	-3%	i	7%	0%	-8%
O=C(/C=C\NCC(=O)c1ccccc1)c1ccccc1	42%	-6%	12%	-1%	-12%	12%	2%	0%
CC(C)(C)OC(=O)NCCCCCc1nnc(SCc2ccc(F)cc2)o1	20%	-8%	4%	-3%	-37%[inhibitor]	-4%	13%	17%
CCN(CC)S(=O)(=O)c1cc(NC(=O)C2Cc3ccccc3C(=O)O2)ccc1C (configuration not stated)	15%	?	29%	-11%	-92%[inhibitor]	2%	-4%	?
COC(=O)[C@@]12CCCCN1[C@H](c1ccc(-c3cccc(Cl)c3)c(OC)c1)[C@H]1C(=O)N(C)C(=O)[C@H]12	?	?	11%	7%	-9%	4%	4%	1%
CSc1ncccc1C(=O)OCC(=O)NC1CC1	-5%	-12%	1%	1%	i	-64%[inhibitor]	4%	22%
COc1cc(/C=C2/C(=N)N3C(c4ccccc4)=CSC3=NC2=O)ccc1OCC(=O)O	5%	2%	0%	18%	-73%[inhibitor]	3%	-9%	14%
CC1C=CCC2C(=O)N(c3cc(Cl)ccc3O)C(=O)C12 (configuration not stated)	-25%	-5%	15%	-6%	12%	-5%	-1%	8%
CCOc1ccc(N/C(=N/c2nc(C)cc(C)n2)NC(=O)CC)cc1	-3%	-1%	-6%	-9%	i	5%	2%	10%
Cc1cccnc1NC(=O)c1ccc(COc2ccccc2)o1	8%	11%	8%	-8%	i	8%	0%	13%
CCOc1ccc(NC(=O)c2sc3nc4n(c(=O)c3c2C)CCC4)cc1	-26%&-18%	-25%	0%	5%	-18%&15%	-14%	1%	-10%&20%
COc1ccc2nc(N=Nc3ccc(O)c4ccccc34)sc2c1	-3%	6%	6%	3%	-6%	-2%	-12%	14%
Cc1cccc(NC(=O)c2ccc(OCC3CCCO3)cc2)c1C (configuration not stated)	.	0%	2%	13%	i	-8%	0%	2%

A second format for part of the listing above.
Cc1cccnc1NC(=O)c1ccc(COc2ccccc2)o1
  FUS yeast rescue: 8%
  EPAC1 antag: 11%
  EPAC2 agonist: 8%
  EPAC2 antag: -8%
  PTHR1 agonist: i
  EPAC1 agonist: 8%
  aSyn yeast inh: 0%
  TDP43 rescue: 13%
CCOc1ccc(NC(=O)c2sc3nc4n(c(=O)c3c2C)CCC4)cc1
  FUS yeast rescue: -26%&-18%
  EPAC1 antag: -25%
  EPAC2 agonist: 0%
  EPAC2 antag: 5%
  PTHR1 agonist: -18%&15%
  EPAC1 agonist: -14%
  aSyn yeast inh: 1%
  TDP43 rescue: -10%&20%
COc1ccc2nc(N=Nc3ccc(O)c4ccccc34)sc2c1
  FUS yeast rescue: -3%
  EPAC1 antag: 6%
  EPAC2 agonist: 6%
  EPAC2 antag: 3%
  PTHR1 agonist: -6%
  EPAC1 agonist: -2%
  aSyn yeast inh: -12%
  TDP43 rescue: 14%

Next part:
Molecule	FUS yeast rescue	EPAC1 antag	EPAC2 agonist	EPAC2 antag	PTHR1 agonist	EPAC1 agonist	aSyn yeast inh	TDP43 rescue
Cc1cccc2sc(N(CCCN(C)C)C(=O)c3cc4ccccc4oc3=O)nc12	.	-5%	1%	-2%	-21%	0%	-4%	-11%
COc1cccc(Nc2ncccc2C(=O)Nc2ccccc2)c1	20%	-11%	17%	-18%	-59%[inhibitor]	23%	-5%	22µM*
CC[C@H](C)[C@H]1CNC(=S)N1CC1CCN(CCCCc2ccccc2)CC1	-12%	-1%	6%	6%	-14%	-14%	-1%	8%
Cc1ccc(NC(=O)NCc2nc3ccccc3n2C)cc1	22%	2%	11%	-11%	-5%	7%	-2%	-17%
CCCS(=O)(=O)NC(=O)C1(C)CCN(C(=O)c2c(F)cccc2F)C1 (configuration not stated)	-16%	20%	0%	4%	-26%	-7%	-5%	3%
CCOC(=O)c1c(NC(=O)COC(=O)Cn2cnc3ccccc32)sc2c1CCC(C)C2 (configuration not stated)	?	-27%	-19%	-28%	i	-8%	-1%	16%
CCc1ccccc1OCC(=O)OCC(=O)c1c(N)n(C)c(=O)n(C)c1=O	-6%	-5%	8%	2%	i	-9%	-2%	-21%
O=C(Nc1nnc(Cc2ccc(Cl)cc2)s1)c1ccncc1	-2%	-2%	1%	6%	-90%[inhibitor]	-9%	-1%	17%
O=Cc1ccc(-n2cc(C=O)c3ccccc32)cc1	12%	-22%	-2%	-12%	i	7%	1%	3%
CN(C)CCNC(=O)Cn1c(=O)c2cccn2c2ccc(F)cc21	-10%&12%	-14%	4%	5%	-31%&9%[inhibitor]	-5%	1%	12%&-10%
O=S(=O)(NCc1cccnc1)c1ccc(Br)c2ccccc12	0%	?	6%	-3%	-2%	-21%	1%	-1%
CCC1(C)Cc2c(sc3c2c(=O)n(C)c2nnc(SCc4ccc5c(c4)OCO5)n32)CO1 (configuration not stated)	16%	?	-5%	-3%	-8%[57.5 µM]	-1%	-4%	-9%
COc1ccc(C(O)C(CN2CCOCC2)c2ccccc2)cc1F (configuration not stated)	9%	6%	11%	-1%	-4%[57.5 µM]	-3%	-3%	-4%
Cc1cc(=O)[nH]c(/N=C(\N)Nc2cccc3ccccc23)n1	16%	?	2%	-1%	i	3%	-1%	-22%
CC(=O)Nc1ccc(C(=O)N2CCCCC2c2cc(C(=O)NCc3ccccc3)no2)cc1 (configuration not stated)	13%	-11%	3%	-10%	i	-1%	-6%	3%
CCCCNC1=CC(=O)C(NCCCC)=CC1=O	15%	4%	5%	6%	-16%	-11%	-1%	-11%
CCOC(=O)Cn1cc(C#N)c2ccccc21	1%	9%	-4%	10%	i	-7%	3%	17%
O=C(Nc1ccccc1-c1nnc(SCc2ccc(Cl)cc2Cl)o1)c1ccccc1	.	1%	9%	1%	-8%	8%	-2%	-2%
CSc1ccccc1NC(=O)CN(C)Cc1c(O)ccc2ccccc12	6%	-20%	9%	-14%	i	4%	?	-7%
CCOc1ccc(S(=O)(=O)N2CCN(C(=O)c3cccnc3)CC2)cc1	2%	18%	6%	8%	i	12%	1%	-7%
O=C(NC(=O)N1CCCCC1)c1ccc(Cl)cc1	-7%	9%	3%	4%	i	10%	1%	-3%
CCOc1ccc(NC(=O)CCC(=O)NNC(=O)NC2CCCCC2)cc1	.	17%	-17%	15%	-13%	8%	-4%	-21%
CC(C)c1nc(SCC(=O)Nc2cccc(C(=O)O)c2)c2c3c(sc2n1)CCCC3	?	-11%	6%	-6%	-7%	-2%	1%	11%
Cc1cc(C)n2nc(C(=O)OCC(=O)Nc3ccc(C)c(S(=O)(=O)N4CCOCC4)c3)nc2n1	12%	-13%	3%	-4%	16%	8%	2%	-8%
CCOC(=O)Cn1c(S(=O)(=O)Cc2ccc(Cl)cc2)nc(-c2ccccc2)c1-c1ccccc1	30%	-5%	6%	-2%	i	9%	-3%	1%
CCC(CC)C(=O)Nc1c2c(nn1-c1ccc(OC)cc1)CS(=O)(=O)C2	17%	8%	3%	11%	i	-6%	2%	-21%
O=C(NCc1cccc(C(F)(F)F)c1)c1ccc2nc([C@H]3C[C@H](O)[C@@H](CO)O3)[nH]c2c1	-4%	-8%	-1%	0%	1%	2%	-2%	?
c1ccc(CNc2nc(-c3ccccn3)nc3ccccc23)cc1	44%	-10%	8%	-4%	-84%[inhibitor]	-10%	-4%	-10%
CCOc1ccc(S(=O)(=O)N2CCN(S(=O)(=O)c3ccc(C(C)=O)cc3)CC2)cc1	10%	-20%	-1%	1%	-15%	-1%	2%	13%
O=C(Nc1ccc(S(=O)(=O)NC2=NCCCCC2)cc1)c1ccc2ccccc2n1	5%	?	9%	-3%	-4%	8%	3%	-3%[9.22 µM]
C=C1CC2(CC(c3ccccc3)OC(c3ccccc3)C2)OC1=O (configuration not stated)	.	1%	2%	0%	-52%[inhibitor]	2%	6%	10µM*
O=C(O)COc1ccccc1/C=N/NC(=O)CNC(=O)c1ccc(F)cc1	7%	-18%	-2%	10%	i	-8%	9%	10%
CC(C)CC(N)C(=O)OCc1ccc([N+](=O)[O-])cc1 (configuration not stated)	9%	1%	2%	2%	-10%	1%	-4%	4%
Nc1cc(S(=O)(=O)Nc2ccccc2Cl)ccc1N1CCCC1	-11%	-9%	23%	-8%	-15%	12%	13%	-1%
O=C(Nc1ccc2c(c1)OCO2)c1ccccc1SCC(=O)N1CCCC1	-14%	11%	3%	15%	i	-2%	1%	12%

Compound activity (PubChem)
